ARNT TACC3 PPI: disruptors of ARNT/TACC3 protein interaction, primary screen, biochemical, AlphaScreen, single concentration; inhibition, % at 9.99 µM; AlphaScreen His-ARNT PAS-B/GST-TACC3 binding, luminescence; TACC3 fragment carries E629A point mutation; Transforming acidic coiled-coil-containing protein 3 (Homo sapiens), Q9Y6A5; AID 623870, 2012; 0.66% of 390,000 active;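 active = mean inhibition of replicates at least 50% and at least half of replicates each reaching 50%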;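 also: 0% = complete ARNT plus TACC3 wells and 100% = ARNT alone without TACC3; many hits fall short of the cut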
XiGFP reactiv: activators of inactive X chromosome reactivation, primary screen, imaging, XiGFP fibroblasts, GFP high-content imaging, set 2; XiGFP mouse fibroblasts, % GFP-positive cells imaging, 3 d; cells co-treated with 5-aza-dC sensitizer; scaled so ellipticine positive control = 100%; activation, % at 7.58 µM; 0.055% of 360,000 active; AID 743238, 2013;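 active = mean normalized replicate activation at least 10% and every replicate at or above 10%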;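 also: 0% = median of on-plate neutral control wells and 100% = ellipticine 6 µM median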
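Schedule: 3 d treatment, 15 min room-temperature fixation; system: 68-5-11 XiGFP fibroblast line; buffer or medium: DMEM plus 5-aza-dC sensitizer; control set: ellipticine 6 µM positive control; compound: one concentration, pinned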
ERAP1 HTS inh: human ERAP1 aminopeptidase inhibitors, primary screen, biochemical, single point, plate reader; Endoplasmic reticulum aminopeptidase 1 (Homo sapiens), Q9NZ08; AID 652197, 2013; recombinant ERAP1, Leu-AMC fluorescence, 60 min; inhibition, % at 10.7 µM; 0.15% of 340,000 active;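 active = mean replicate inhibition of at least 30%, or all replicates individually reaching that 30% level; inactive = mean below 30% and not every replicate reaching it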;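 also: 0% = neutral control wells and 100% = L-leucinethiol positive control wells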
esBAF inh: Bmi1 luciferase reporter increase in mESCs, primary screen, esBAF inhibitor project, mouse ES cells, Bmi1 luciferase knock-in, single point; 24 h; 100% = twice the neutral-well signal; reporter increase, % at 12.5 µM; 2% of 350,000 active; AID 602393, 2012; in the data active = activation above about 40%;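 also: 0% = median of the plate's neutral control wells and 100% = double that signal; a rise in the Bmi1 reporter signal indicates esBAF inhibition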
INS-1E GSIS act: GLuc luminescence reporter in INS-1E cells, primary screen for activators of glucose-dependent secretion of insulin | INS-1E GLuc reporter insulin secretion, 2-3 h | activation, % at 16.6 µM | 0.61% of 370,000 active;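 active = lowest replicate activation of at least 40%, so every replicate reaches that level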;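 also: 0% = median of neutral control wells and 100% = median of IBMX positive control wells; some compounds called inactive have numbers as strong as hits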
F508del corr: F508del CFTR correction, initial screen, CFBE line, single point | activity (quench increase), % at 7.58 µM | 0.36% of 350,000 active | CFBE cells, YFP halide quenching; stimulated with forskolin plus potentiator P3; % fluorescence drop versus neutral controls | AID 720511, 2013;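 active = mean added fluorescence quench of at least 8% versus neutral control, with both replicates also reaching 8%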;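 also: cells transiently co-express mutant CFTR-F508del with the halide-sensitive YFP; corrector assay measuring rescue of mutant channel to the surface after 24 h compound exposure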
RAD52 anneal inh: RAD52 DNA annealing inhibitors, primary screen, biochemical, FRET, single point, set 2. DNA repair protein RAD52 homolog (Homo sapiens), P43351. recombinant RAD52 DNA annealing, FRET fluorescence. inhibition, % at 18.7 µM. 0.46% of 360,000 active;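 active = every replicate showing at least 50% inhibition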
RAD54 branch: inhibitors of human RAD54 branch migration, primary screen, biochemical, fluorescence, single point; DNA repair and recombination protein RAD54-like (Homo sapiens), Q92698; RAD54 Holliday junction branch migration, FAM/BHQ fluorescence; inhibition, % at 10.4 µM; 0.14% of 360,000 active;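 active = mean normalized replicate activity at least 40 and at least half of replicates scoring 40 or more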;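 also: 0% = median of neutral control wells and 100% = median of positive control wells; inhibitors cause a drop in the FAM fluorescence signal; in these data hits start at about 50%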
Target sequence (Q92698 whole entry, looked up): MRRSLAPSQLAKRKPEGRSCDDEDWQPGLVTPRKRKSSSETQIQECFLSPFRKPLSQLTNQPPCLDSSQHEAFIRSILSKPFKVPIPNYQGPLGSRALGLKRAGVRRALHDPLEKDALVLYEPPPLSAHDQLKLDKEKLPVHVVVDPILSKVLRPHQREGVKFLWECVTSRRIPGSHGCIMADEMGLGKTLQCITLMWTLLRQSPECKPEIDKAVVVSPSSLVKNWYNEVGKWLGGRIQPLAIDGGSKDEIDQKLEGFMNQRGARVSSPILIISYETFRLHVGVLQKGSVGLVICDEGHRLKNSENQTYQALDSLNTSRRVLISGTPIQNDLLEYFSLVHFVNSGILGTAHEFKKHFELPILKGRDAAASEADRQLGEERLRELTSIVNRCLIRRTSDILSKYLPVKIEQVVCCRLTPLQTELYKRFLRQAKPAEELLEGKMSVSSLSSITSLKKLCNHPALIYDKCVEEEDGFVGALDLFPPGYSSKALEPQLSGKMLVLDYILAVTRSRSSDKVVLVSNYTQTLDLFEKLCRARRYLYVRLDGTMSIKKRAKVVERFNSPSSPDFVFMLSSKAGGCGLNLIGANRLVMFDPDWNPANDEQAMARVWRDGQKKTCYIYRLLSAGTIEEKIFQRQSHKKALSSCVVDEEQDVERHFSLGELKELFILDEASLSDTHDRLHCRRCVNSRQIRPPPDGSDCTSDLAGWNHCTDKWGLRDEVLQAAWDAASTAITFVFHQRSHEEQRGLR
* hit, by the source's call; x = not tested or not shown. Compounds were not picked by outcome; overall some 3.3% were active at least once.

SMILES	ARNT TACC3 PPI	XiGFP reactiv	ERAP1 HTS inh	esBAF inh	INS-1E GSIS act	F508del corr	RAD52 anneal inh	RAD54 branch
COc1ccc(-n2nc(C(=O)NCC(=O)Nc3cccc(Cl)c3)c3ccccc3c2=O)cc1	-14	-0.1	-3	8	0	-1.4	-10	3
CCC(=O)N[C@@H]1C=C[C@H](CC(=O)NCc2ccc(OC)cc2)O[C@H]1CO	-20	0.0	3	0	-3	-2.8	-3	-8
O=S(=O)(c1cccc(Cl)c1)N1CCSc2ccccc21	-14	0.0	1	-5	-36	0.5	-9	-10
CCOC(=O)C1(Cc2ccccc2)CCCCCC1=O (centres undefined)	-5	0.1	1	x	1	0.1	-7	x
O=C(Nc1ccc2c(c1)CCO2)Nc1nnc([C@H]2C[C@H](O)[C@@H](CO)O2)s1	x	0.1	-2	1	x	-0.3	-4	-2
CCCCCCCC(=O)NC1=NC(=O)C(C)(C)S1	-4	0.3	1	x	-7	-2.8	1	0
COCCCNC(=O)CCc1nc2cccnc2n1Cc1ccc(OC)cc1	-1	x	x	-5	10	x	x	-2
Cc1ccc(NS(=O)(=O)N2CCOCC2)cc1	-2	-0.1	2	-2	2	0.0	-8	-6
O=C(Nc1nnc(-c2cccs2)o1)c1cc(-c2ccccc2)nc2ccccc12	32	0.2	-2	-1	-14	-0.5	-12	8
O=C(C[C@H]1C[C@@H]2c3cc(NC(=O)C4CCC4)ccc3O[C@@H]2[C@@H](CO)O1)NCc1cccnc1	x	0.2	0	-7	1	2.2	6	3
CCCCN(Cc1ccc(C(=O)N[C@H](C(=O)O)C(C)C)cc1)C(=O)C(c1ccccc1)c1ccccc1	-2	0.0	-22	x	x	-1.3	-7	-4
COCC(=O)N(C)C[C@@H]1Oc2cc(-c3cccc(F)c3)ccc2S(=O)(=O)N([C@@H](C)CO)C[C@@H]1C	-14	-1.0	-1	-3	6	0.7	3	-3
CO[C@H]1CN(C)C(=O)c2cc(NC(=O)C3CCCC3)ccc2OC[C@@H](C)N(C(C)=O)C[C@@H]1C	4	0.2	x	1	-9	-1.1	x	13
COCC(=O)N(C)C[C@H]1Oc2ncc(C#Cc3ccc(OC)cc3)cc2C(=O)N([C@@H](C)CO)C[C@H]1C	-6	-1.3	-3	4	9	-0.1	-1	-7
CCCn1c(CN2CCN(C(=O)OCC)CC2)nc2cc(NC(C)=O)ccc21	6	0.1	-9	10	-4	3.2	-14	4
CNC[C@@H]1OCCCC[C@@H](C)Oc2ccc(NS(=O)(=O)c3ccc(F)cc3)cc2C(=O)N([C@@H](C)CO)C[C@@H]1C	x	0.1	x	-2	-4	1.2	x	x
CC(=O)C1=C(O)C(=O)N(CCCn2ccnc2)C1c1ccc(Cl)cc1 (centres undefined)	-5	0.0	3	x	4	-3.3	1	x
Cc1ccc(C(=O)NCCNS(=O)(=O)c2ccccc2)cn1	31	0.0	-1	-6	13	0.4	-6	7
CC(C)c1ccc(N(CC(=O)NC2CCCCC2)C(=O)CNC(=O)c2ccco2)cc1	-1	0.1	-2	x	-24	-0.8	-6	-7
Cc1ccc(NC(=O)COc2cccc(-n3cnnn3)c2)cc1S(=O)(=O)N1CCOCC1	8	0.0	0	1	-7	2.5	-32	-2
COCC#Cc1ccc2c(c1)O[C@@H](CN(C)S(=O)(=O)c1ccc(C)cc1)[C@H](C)CN([C@@H](C)CO)S2(=O)=O	6	-0.4	0	5	-4	1.3	-21	-1
Cc1[nH]nc(N=CC2=C(O)CC(c3ccco3)CC2=O)c1-c1ccc(Cl)cc1 (centres undefined)	-11	x	1	-10	7	-1.1	-28	-11
Cc1noc(NS(=O)(=O)c2ccc(NC(=O)C(F)(F)F)cc2)c1C	-5	0.1	0	5	14	-5.2	-12	-1
CO[C@@H](CN(C)C(=O)c1cnccn1)[C@@H](C)CN([C@H](C)CO)S(=O)(=O)c1ccc(Cl)cc1	-6	0.0	0	0	2	-2.1	-10	-2
Cc1ccc(N2C(N)=C(C#N)C(c3cc(CN4CCOCC4)cs3)C3=C2CC(C)(C)CC3=O)cc1 (centres undefined)	-8	0.1	-1	-3	-4	-0.1	-1	1
O=C(C[C@@H]1C[C@H]2c3cc(NC(=O)C4CCOCC4)ccc3O[C@H]2[C@H](CO)O1)NCc1cccnc1	-1	0.2	0	2	3	0.4	5	-10
CN1CCN(C(=O)C[C@@H]2CC[C@@H]3[C@H](COc4ccc(NC(=O)c5ccc(F)c(F)c5)cc4C(=O)N3C)O2)CC1	-11	0.1	1	-4	4	2.2	-6	8
COc1cc(NC(=O)COC(=O)c2n[nH]c3ccccc23)c(C)cc1[N+](=O)[O-]	-7	0.2	-5	2	-5	20*	-13	3
COCc1[nH]c(=S)[nH]c(=O)c1C	0	0.0	x	-3	12	0.9	-9	0
COc1ccc(N2CCN(S(=O)(=O)c3ccc4c(c3)N(C(C)=O)CCO4)CC2)cc1	2	0.0	-1	5	-9	-1.0	-9	-4
N#CC1(NC(=O)Cn2cc(C(F)(F)F)cc(Cl)c2=O)CCCCC1	x	0.0	-2	x	4	-1.3	2	1
Cc1ccccc1NC(=O)Cc1nnc(NC(=O)Nc2ccccc2F)s1	-12	0.0	3	x	-11	-0.1	-13	1
C[C@@H]1CN([C@@H](C)CO)C(=O)c2cc(NS(=O)(=O)c3ccc(F)cc3)ccc2O[C@@H]1CN(C)C(=O)Nc1ccc(F)cc1	-6	0.4	1	0	-2	0.0	-2	2
Cc1ccccc1C(=O)NC1CCN(CC(=O)NC2CCCCC2)CC1	0	0.2	3	x	5	-0.1	-1	-16
CS(=O)(=O)N1CCN=C1SCc1ccccc1	-3	0.0	-2	-1	4	2.6	-1	-1
C[C@@H]1CN([C@H](C)CO)C(=O)Cc2cc(NC(=O)Cn3cnnn3)ccc2O[C@@H]1CN(C)C(=O)Nc1ccc(C(F)(F)F)cc1	0	-1.3	0	-3	-8	-0.5	1	5
Cc1ccccc1NS(=O)(=O)c1ccc(C(=O)NNC(=O)c2ccccc2O)cc1	14	0.4	-3	10	19	3.3	-19	5
Cc1ccc(S(=O)(=O)N(C)C[C@@H]2Oc3c(NC(=O)NC(C)C)cccc3C(=O)N([C@H](C)CO)C[C@@H]2C)cc1	3	-0.6	-1	1	9	-4.6	15	-14
Cc1cc(Nc2ccccc2)nc(NCc2ccccc2)n1	6	1.2	-2	x	-32	-27	12	x
COCCNc1ccc(N2C(=O)C3CCCCC3C2=O)cc1[N+](=O)[O-] (centres undefined)	1	-0.1	-1	x	26	1.5	-6	x
CO[C@@H]1CN(C)C(=O)c2cc(NC(=O)NC(C)C)ccc2OC[C@@H](C)N(C(=O)C2CCC2)C[C@H]1C	0	0.1	x	3	-4	-0.9	1	-3
O=C(CC(=O)Nc1ccc(Cl)cc1)N/N=C\c1cccc(F)c1	-5	0.4	0	-1	-6	1.0	-6	-4
COc1ccc(CN(C)C[C@H]2Oc3ccc(NS(=O)(=O)c4ccc(Cl)cc4)cc3C(=O)N([C@H](C)CO)C[C@@H]2C)cc1	13	0.2	0	-2	-21	-0.2	14	2
O=C(O)CCC(=O)Nc1sc2c(c1C(=O)NCc1ccccc1)CCCC2	0	0.0	0	-5	8	-0.1	-3	-5
COC(=O)N/N=C\c1ccccc1OC/C=C/c1ccccc1	-1	0.5	-2	49*	5	-1.5	-13	-2
CC(C)(C)C(=O)Nc1cc(NC(=O)C(C)(C)C)cc(C(=O)Nc2c[nH]c(=O)[nH]c2=O)c1	x	0.0	x	x	6	-0.1	-14	4
CCCC#Cc1ccc([C@@H]2[C@H]3CN(C(=O)c4ccccc4)CC(=O)N3[C@H]2CO)cc1	x	0.2	-1	x	-5	2.7	-6	x
CCc1cccc(NC(=O)C2CCCN(S(=O)(=O)c3cccnc3)C2)c1 (centres undefined)	-21	0.2	-5	1	-22	-0.8	-18	-9
COc1cc(C(=O)NCc2ccc3[nH]c(C)cc3c2)cc(OC)c1OC	-3	-0.1	-1	x	-7	-2.0	-9	x
CCNC(=O)Oc1ccc[nH]c1=O	-2	0.0	-3	-2	-2	1.2	-19	-10
O=C(C1COc2ccccc2O1)N1CCN(S(=O)(=O)c2cc(F)ccc2F)CC1 (centres undefined)	-9	0.2	1	0	17	1.4	-14	5
C/C=C/c1ccc2c(c1)O[C@@H](CN(C)C(=O)Cc1ccccc1)[C@H](C)CN([C@H](C)CO)S2(=O)=O	7	-0.8	4	-6	-16	1.5	5	3
CC(=O)N/N=C/c1c(C)[nH]n(-c2ccccc2)c1=O	x	0.0	3	x	-8	-1.7	-25	x
CCOC(=O)c1cnn(-c2nc(OCC)cc(OCC)n2)c1C	-3	0.0	2	-5	-11	-3.4	-18	-2
CC(C)c1cn(CC[C@@H]2CC[C@@H](NS(=O)(=O)c3ccc(Cl)cc3)[C@H](CO)O2)nn1	x	0.2	1	-4	3	-0.8	3	-4
CCCC(=O)N(CCN1CCOCC1)c1nc2cc(C)c(C)cc2s1	1	0.0	0	6	14	0.1	-15	10
CC1=NNC(=O)C1Cc1ccccc1C (centres undefined)	-6	0.2	0	1	x	-2.0	-19	-7
CCN1CCC(Nc2ccnc3cc(Cl)ccc23)CC1	18	0.0	-2	-7	-23	-3.3	6	19
COc1ccc(OCC(=O)Nc2ccc(C(=O)Nc3ccccc3C(=O)O)cc2)cc1	4	0.2	-8	-6	-18	-0.4	-7	-12
CC(C)(C)c1ccccc1OCC(=O)Nc1ccccc1C(=O)NCc1cccnc1	2	0.0	1	-4	-47	-0.9	-16	11

Molecules listed so far that have a COOH group, in the order listed:
SMILES	ARNT TACC3 PPI	XiGFP reactiv	ERAP1 HTS inh	esBAF inh	INS-1E GSIS act	F508del corr	RAD52 anneal inh	RAD54 branch
CCCCN(Cc1ccc(C(=O)N[C@H](C(=O)O)C(C)C)cc1)C(=O)C(c1ccccc1)c1ccccc1	-2	0.0	-22	x	x	-1.3	-7	-4
O=C(O)CCC(=O)Nc1sc2c(c1C(=O)NCc1ccccc1)CCCC2	0	0.0	0	-5	8	-0.1	-3	-5
COc1ccc(OCC(=O)Nc2ccc(C(=O)Nc3ccccc3C(=O)O)cc2)cc1	4	0.2	-8	-6	-18	-0.4	-7	-12

(next part)
SMILES	ARNT TACC3 PPI	XiGFP reactiv	ERAP1 HTS inh	esBAF inh	INS-1E GSIS act	F508del corr	RAD52 anneal inh	RAD54 branch
C[C@@H]1CCCCO[C@H](CN(C)S(=O)(=O)c2ccc(F)cc2)[C@@H](C)CN([C@H](C)CO)C(=O)c2cc(NC(=O)CCCN(C)C)ccc2O1	-6	0.5	1	0	0	-1.7	-2	11
CCn1c2ccccc2c2cc(NC(=O)CN(C)CC(=O)Nc3ccc(N4CCOCC4)cc3)ccc21	-6	0.0	1	x	7	-9.0	-28	x
CCC(=O)N1CC[C@H]2[C@@H]1c1cc(-c3ccc(OC)cc3)ccc1N(C)[C@H]2CO	1	0.0	3	4	-6	-1.3	-13	15
Cc1ccc(OC(=O)c2ccc3snnc3c2)cc1	0	x	0	-4	-2	-0.5	19	0

Compound activity deposited in PubChem BioAssay by Broad Institute.
